Screens from PubChem BioAssay.
Keap1-Nrf2 PPI = disrupts human Keap1 binding to Nrf2 peptide | Q14145 | Keap1 Kelch-Nrf2 peptide fluorescence polarization, 1536-well | inhibition, % at 9.4 µM | 340,000 tested, 0.15% active | AID 504523; in the data active means inhibition above about 12%;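 further: human Keap1 Kelch domain with fluorescein labeled Nrf2 9mer peptide probe; 0% = neutral control wells and 100% = peptide positive control; higher means more block of Keap1 binding to Nrf2 peptide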
Target sequence (Q14145 whole entry, looked up, the tested form may be a part): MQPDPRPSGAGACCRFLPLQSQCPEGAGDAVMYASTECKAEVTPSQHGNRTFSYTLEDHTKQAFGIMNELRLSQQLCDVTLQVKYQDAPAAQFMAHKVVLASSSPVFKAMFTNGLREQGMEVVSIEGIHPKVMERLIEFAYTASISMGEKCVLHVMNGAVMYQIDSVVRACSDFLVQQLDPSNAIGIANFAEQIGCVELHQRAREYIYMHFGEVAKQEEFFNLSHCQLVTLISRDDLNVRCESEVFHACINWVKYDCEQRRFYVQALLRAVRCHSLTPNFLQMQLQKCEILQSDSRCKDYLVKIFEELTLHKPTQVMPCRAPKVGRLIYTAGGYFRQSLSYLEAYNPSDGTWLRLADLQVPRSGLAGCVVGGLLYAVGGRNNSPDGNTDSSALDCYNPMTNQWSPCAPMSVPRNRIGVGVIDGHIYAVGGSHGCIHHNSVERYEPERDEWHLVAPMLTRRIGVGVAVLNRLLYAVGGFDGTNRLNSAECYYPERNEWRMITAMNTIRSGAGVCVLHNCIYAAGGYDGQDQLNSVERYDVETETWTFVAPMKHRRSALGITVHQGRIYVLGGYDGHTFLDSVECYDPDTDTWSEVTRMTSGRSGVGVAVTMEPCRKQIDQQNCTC
SR-BI DiI-HDL act = activators of SR-BI mediated HDL lipid uptake; 320,000 tested, 0.096% active; activation, % at 12.5 µM; AID 504775; CHO ldlA[mSR-BI] cells, DiI-HDL uptake fluorescence, 3 h; 100 = double the neutral-control signal;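 active means mean replicate activation of at least 60% and every replicate at or above 60%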;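 further: 0% = median plate neutral-control signal and 100% = twice that signal; values of inactives mirror those of a sister screen read the other way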
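Material: SR-BI-overexpressing, LDLR-lacking CHO cells; schedule: compound exposure 3 h, 37 °C; reagent: DiI-labelled HDL at 10 µg/mL final; technique: bottom-read fluorescence, 550/595 nm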
PKA-R2B act = PKA-R2B complex activation | PKA-R2B holoenzyme dissociation, Cy5-IP20 fluorescence polarization; R2B truncated from residue 108, S112A mutant; 0% DMSO only, 100% 113 µM cGMP | activation, % at 11.4 µM | 340,000 tested, 0.079% active;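 active means activation above a cutoff set at the mean over all compounds plus 3 SD, cut at about 18% in these data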;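 further: higher means more holoenzyme dissociation and a rise in polarization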
Target sequence (P31323 whole entry, looked up, other chains not shown, the tested form may be a part): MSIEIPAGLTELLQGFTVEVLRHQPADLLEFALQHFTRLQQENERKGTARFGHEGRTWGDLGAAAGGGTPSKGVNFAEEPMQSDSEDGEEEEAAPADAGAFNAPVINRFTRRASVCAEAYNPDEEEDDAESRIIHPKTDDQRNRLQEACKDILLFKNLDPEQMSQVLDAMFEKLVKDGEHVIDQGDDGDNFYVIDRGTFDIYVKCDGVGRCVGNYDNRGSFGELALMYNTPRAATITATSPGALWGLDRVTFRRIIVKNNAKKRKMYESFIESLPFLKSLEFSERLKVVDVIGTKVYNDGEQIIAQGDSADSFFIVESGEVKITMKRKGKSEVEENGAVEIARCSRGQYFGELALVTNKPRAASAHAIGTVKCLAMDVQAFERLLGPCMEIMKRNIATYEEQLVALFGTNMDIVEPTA
CAL PDZ FP-1 = inhibitors of human CAL PDZ peptide binding. AID 602252. 300,000 tested, 0.92% active. inhibition, % at 24.9 µM. purified CAL PDZ, TMR-peptide fluorescence polarization, 1 h;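 active means mean inhibition of at least 30% with at least half of replicates also reaching 30%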;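 further: 0% = DMSO neutral control and 100% = excess unlabeled competitor peptide PRC23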
CAL PDZ FP-2 = inhibitors of human CAL PDZ peptide binding; purified CAL PDZ, TMR-peptide fluorescence polarization, 1 h; inhibition, % at 20 µM; 330,000 tested, 0.02% active; AID 504414;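 active means highest replicate inhibition of at least 40%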;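 further: plate controls were DMSO neutral control wells for no effect and unlabeled competitor peptide control wells for full effect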
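material = purified tagged CAL PDZ domain construct (CerCALP) | compound dosing = 20 µM, one dose | times = 1 h at RT | measured by = fluorescence polarization from S- and P-plane intensities, G-factor corrected | read-out = inhibition from polarization loss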
DAGLB inh = diacylglycerol lipase beta (human) inhibition; AID 504411; inhibition, % at 5.17 µM; Q8NCG7; HEK293T DAGLB membrane lysate, EnzChek fluorogenic substrate; 340,000 tested, 0.059% active; in the data active means inhibition above about 34%;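 further: 0% = enzyme with vehicle and 100% = wells lacking enzyme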
Rtt109 Vps75 = blocks Candida albicans Rtt109/Vps75 acetyltransferase activity; Q5AAJ8; purified Rtt109/Vps75, ThioGlo CoA-SH fluorescence, 4 h; inhibition, % at 34.9 µM; 330,000 tested, 0.16% active; AID 540336;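 active means inhibition of at least 50% in every replicate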
Cardiac RTF inh = cardiac RTF calcium desensitization; P19429+P45379; inhibition, % at 7.15 µM; 340,000 tested, 0.12% active; IANBD-labeled cardiac RTF, Ca2+ fluorescence;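 active means inhibition above the mean inhibition of all tested compounds plus 3 SD, cut at about 17% in these data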;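 further: assay run at fixed EC70 calcium of 1.6 mM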
C-LANA FP = inhibitors of KSHV LANA C-terminal domain DNA binding; MBP-C-LANA/FAM-LBS DNA binding, fluorescence polarization; inhibition, % at 9 µM; 340,000 tested, 0.078% active;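 active means highest replicate inhibition at or above 60% at 9 µM, even if other replicates fall short; inactive means all replicates below 60% inhibition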;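 further: 0% = neutral control wells and 100% = 4 µM acridine orange control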
RTF Ca sens act = increases calcium sensitivity of human cardiac regulated thin filaments; P19429+P45379; IANBD-labeled TnC RTF fluorescence at EC20 calcium; 0% EC20 calcium, 100% full calcium; activation, % at 7.2 µM; 340,000 tested, 0.24% active; AID 493008;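 active means activation above the mean over all tested compounds plus 3 SD, cut at about 30% in these data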;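 further: rise in fluorescence read as greater calcium sensitivity of cardiac thin filaments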
Active calls of the source: *; . = not tested or not shown. Hits appear at their usual frequency (roughly 1.6% active in at least one column).

SMILES	Keap1-Nrf2 PPI	SR-BI DiI-HDL act	PKA-R2B act	CAL PDZ FP-1	CAL PDZ FP-2	DAGLB inh	Rtt109 Vps75	Cardiac RTF inh	C-LANA FP	RTF Ca sens act
C=CC[C@@H](Cc1ccc(F)cc1)C(=O)OC[C@H]1CCCN1C(=O)[C@@H](CC=C)CC(=O)N[C@H](CO)Cc1ccccc1	3	-9	4	1	-2.3	-5	23	-10	1.1	0
CCN1CCN(Cc2c(O)ccc3c(=O)c(-c4ccc(OC)c(OC)c4)c(C)oc23)CC1	-5	12	2	-5	-0.6	4	-19	-1	-2.0	3
CC1=CCC2C(=O)N(c3ccc(C)c(Br)c3)C(=O)C2C1 (stereo not given)	2	7	-5	-2	0.4	-11	2	-8	4.6	6
Cc1ccccc1NC(=O)/C(C#N)=C\c1cc(C)n(-c2ccc(C(=O)O)cc2)c1C	6	.	-5	4	-2.0	1	16	-5	3.7	2
COc1cccc(CSc2nnnn2-c2ccc(O)cc2)c1	0	19	-4	-3	-1.0	-2	12	1	-0.3	0
Cc1ccc(-c2ccccc2NC(=O)C2C3C=CC(C3)C2C(=O)O)o1 (stereo not given)	2	0	0	-3	-0.2	5	-7	-9	-0.5	-1
Cc1cccc(OCc2nnc(SCc3nc4cc(C(F)(F)F)ccc4c(=O)[nH]3)o2)c1	-4	-20	0	2	-0.5	4	-6	-2	1.9	4
Cc1ccc(CNC(=S)Nc2cc(C(=O)O)ccc2C)cc1	3	11	-1	-2	0.4	2	0	-8	-1.1	-3
C[C@H](CO)N1C[C@H](C)[C@@H](CN(C)Cc2ccncc2)Oc2c(NC(=O)Cc3ccccc3)cccc2C1=O	-1	2	-5	2	-0.1	-3	11	-6	0.1	-6
CC1CCN(C(=S)NC2CC3CCC2C3)CC1 (stereo not given)	-5	-4	-4	-1	-0.5	-1	1	-19	-0.6	-5
Cn1c(SCC(=O)Nc2ccccc2F)nnc1-c1cc2ccccc2o1	5	10	11	-4	-0.7	-1	-1	-2	0.5	0
CCOC(=O)C1=C(C)NC(=NC)SC1c1ccccc1 (stereo not given)	-6	2	3	0	-0.4	0	2	0	0.6	0
O=C(COC(=O)Cc1cccc(F)c1)NCCc1ccccc1	2	-8	2	-4	-1.1	0	1	-12	-1.0	-2
Cc1ccc2nc(SCC(=O)Nc3c(C)n(C)n(-c4ccccc4)c3=O)[nH]c2c1	-1	3	-3	-3	0.1	-5	3	-1	-2.4	4
CCCN(CC)c1ncnc2[nH]ncc12	-4	11	-8	.	1.0	0	-8	4	2.6	-4
CCCCN1CC(=O)N2Cc3[nH]c4ccccc4c3C[C@H]2C1=O	-6	-3	-7	9	-0.4	-1	-3	2	-2.3	-1
COc1ccc2ccn(C)c2c1	-4	1	-4	-8	0.7	-5	3	-8	1.6	-2
Cc1ccc(O)c(C(CC(=O)NCc2ccco2)c2ccccc2)c1 (stereo not given)	1	16	4	-8	-4.4	-29	4	-9	-1.6	-1
CCOC(=O)/C=C1/SCC(=O)N1CCOc1cccc(Br)c1	-3	-9	1	-3	-1.0	-8	1	-6	-0.3	-2
CC(C)(C)NC(=O)NC(=O)COC(=O)c1cc[n+]([O-])cc1	-2	26	11	6	-0.2	2	-2	5	-2.7	7
Cc1ccc(-n2ccnc(SCC(=O)NC3CCCC3)c2=O)cc1Cl	-1	3	6	2	-0.1	0	-70	1	-16	-5
COc1cccc(OC)c1OCCCCc1c(C)n[nH]c1C	1	-20	0	-2	-1.3	1	11	8	-1.7	-1
O=C(NCCCCc1ccccc1)c1cc([N+](=O)[O-])cc([N+](=O)[O-])c1	0	-12	0	.	-1.0	-2	0	-5	-1.2	5
O=C(c1ccc2ccccc2c1)N1CCN(c2ccc(O)cc2)CC1	3	-15	0	4	0.9	-3	3	8	-1.9	-2
COc1ccc(Nc2c(C)cccc2C)cc1	5	-8	2	-10	.	-1	2	4	-0.6	5
CCCOC(=O)c1cccc(NC(=O)COc2ccc([N+](=O)[O-])cc2)c1	-2	7	-11	-4	-1.2	-4	-1	-2	1.5	-1
CSc1nsc(/C=C/Nc2cccc(Cl)c2)c1C#N	1	-29	-3	-2	1.8	-3	-1	-18	-0.7	3
CCn1cc(CNC(=S)Nc2cccc(Cl)c2C)cn1	-2	9	7	.	0.0	0	3	4	0.0	5
CC(=O)NC(CC(=O)NCCc1ccccc1)c1ccccc1 (stereo not given)	2	51	-5	-1	-2.3	-1	0	-3	1.1	1
C/C(Cl)=C/Cn1c(N2CCCC2)nc2c1c(=O)[nH]c(=O)n2C	-1	19	8	-1	-0.6	1	-2	5	-0.9	-4
O=C(COc1ccccc1)Nc1nc2ccccc2[nH]1	-6	14	-4	3	-1.0	2	-7	2	-0.5	-5
CN1CCN(C(=O)C2(NC(=O)Nc3cccc(F)c3)CCCCC2)CC1	3	-7	-3	-2	-1.4	-2	.	0	1.2	3
CCCNC(=O)C1(CC2CC(c3ccccc3)=NO2)CCN(C(=O)c2cc(OCC)c(OCC)c(OCC)c2)CC1 (stereo not given)	-4	-67	-5	-3	-0.6	1	19	6	0.5	6
CC(C)c1ccc(/C=N/NC(=O)CC(=O)NC2CCCCC2)cc1	-4	35	1	-2	-0.3	2	-2	-10	-0.1	-5
COCCCNc1ccnc2c(Cl)cccc12	-2	24	1	-4	-1.9	-1	-2	-7	-2.8	-2
COc1ccc(NC(=O)C(C)Sc2nnc3c4c(nc(-c5ccc(OC)cc5)n23)CC(C)(C)OC4)cc1 (stereo not given)	3	23	2	-7	-0.9	-1	3	0	0.4	-4
CCn1cc(CNC(=O)C2C3CCC(C3)C2C(=O)O)cn1 (stereo not given)	2	35	-3	-4	0.2	-6	-5	2	-0.2	6
CCN(C[C@H]1N[C@@](CC)(C(=O)OC)[C@H]2C(=O)N(Cc3ccccc3)C(=O)[C@@H]12)S(=O)(=O)c1ccccc1	-6	9	-1	-3	-0.6	-1	2	-8	2.0	4
Cc1ccc(-c2c[n+](CC(=O)OCc3ccccc3)c3n2CCC3)cc1	-1	-12	-5	0	-0.4	-1	1	-4	0.0	4
CCC1/C(=N\O)CC(c2ccco2)NC1c1ccco1 (stereo not given)	0	19	-5	-1	-3.1	4	8	-6	2.1	-3

Compound profiles (already shown). Order of values: Keap1-Nrf2 PPI	SR-BI DiI-HDL act	PKA-R2B act	CAL PDZ FP-1	CAL PDZ FP-2	DAGLB inh	Rtt109 Vps75	Cardiac RTF inh	C-LANA FP	RTF Ca sens act
O=C(c1ccc2ccccc2c1)N1CCN(c2ccc(O)cc2)CC1 across the screens: 3	-15	0	4	0.9	-3	3	8	-1.9	-2
COCCCNc1ccnc2c(Cl)cccc12 across the screens: -2	24	1	-4	-1.9	-1	-2	-7	-2.8	-2

Further results follow:
SMILES	Keap1-Nrf2 PPI	SR-BI DiI-HDL act	PKA-R2B act	CAL PDZ FP-1	CAL PDZ FP-2	DAGLB inh	Rtt109 Vps75	Cardiac RTF inh	C-LANA FP	RTF Ca sens act
COc1cccc(CNC(=O)C2CCC(=O)N(C3CC3)C2)c1OC (stereo not given)	-5	4	-2	-5	-0.6	-2	-6	-5	-1.0	1
Cc1cc(Cl)ccc1C(=O)C1CCCN(C(=O)CCn2cnnn2)C1 (stereo not given)	1	5	-19	-2	-0.7	-2	4	-10	0.2	7
COc1ccc(-c2csc(NC(CO)c3nc4ccccc4n3Cc3ccc(C)cc3)n2)cc1 (stereo not given)	-1	0	0	-1	0.5	3	4	2	-0.4	-1
Cc1cc(C)n2nc(SCc3nc4ccccc4[nH]3)nc2n1	1	-15	-2	.	0.3	-1	-2	-10	1.5	1
C#CCn1c(O)c(N=NC(=O)CNC(=O)c2cccnc2)c2ccccc21	4	31	1	-2	-3.2	0	1	-9	0.8	-9
COc1ccc(OCc2nn[nH]n2)cc1	-6	10	1	-3	1.5	0	2	-2	-1.5	-7
Cc1cc(C)c(S(=O)(=O)c2cccc(Br)c2C)c(Cl)n1	-7	13	0	13	0.7	1	-4	6	-1.2	-1
COc1ccc(CC(=O)Nc2c(C(=O)N3CCN(c4ncccn4)CC3)oc3ccccc23)cc1	0	-1	4	43*	-2.2	-2	-3	-1	0.6	-5
COc1cccc(C(=O)Nc2ccc3c(c2)C(=O)N(CCC(=O)O)C3=O)c1	-4	8	-4	-4	-2.4	-1	-6	1	0.8	-4
COc1ccc(Cn2nnnc2CN2CCc3ccccc32)cc1	5	-7	-4	-1	-2.2	2	23	-10	0.1	6
CCOc1ccc(NC(=O)CN(C)C(=O)c2cc(C)oc2C)cc1OCC	-4	-10	-4	-2	-1.8	1	-14	-2	0.7	0
O=C(N/N=C\c1ccc(COc2ccc([N+](=O)[O-])cc2)o1)c1ccc(Cl)cc1	-3	-54	-14	-3	-1.5	6	4	3	0.4	1
CC(NC(=O)c1cc(Br)ccc1Cl)c1ccccc1 (stereo not given)	1	-10	3	-3	-0.3	-2	0	-1	1.4	-2
CC(C)NC(=O)C(c1ccc(F)cc1)N(C(=O)CCC(=O)Nc1ccccn1)C1CCCC1 (stereo not given)	4	.	-8	9	-1.4	0	7	3	-0.6	-4
CCNC(=S)Nc1cc(OCC)c(NC(=O)c2cccs2)cc1OCC	-2	-12	-7	-4	0.1	-1	-4	0	-1.2	1
Cc1ccc(C(=O)c2ccccc2C(=O)OCC(=O)NCCc2ccc(Cl)cc2Cl)cc1	0	-24	-4	0	-0.2	-7	-1	-2	1.5	2
Cc1cc(C)cc(NC(=O)N2CCC(NC(=O)c3ccco3)CC2)c1	3	.	5	2	1.0	-2	0	-23	0.6	0
CC(=O)c1ccc(NC(=O)C(C)Oc2ccc(N(C)S(=O)(=O)c3ccc(C)cc3)cc2)cc1 (stereo not given)	1	-24	15	-2	-0.2	-2	2	-7	-2.1	-3
O=C(Nc1cccc(F)c1)NC1CCCc2ccccc21 (stereo not given)	-4	-35	-1	-2	-4.1	-5	-2	-3	-3.1	0
COc1cc(C)c(NC(=O)C2CCN(S(=O)(=O)c3cccs3)CC2)cc1OC	3	8	-6	0	-0.6	-1	-3	-3	-0.5	0
NC(=O)CN1C(=O)NC2(CCOc3ccccc32)C1=O (stereo not given)	-4	.	17	-1	-0.6	-1	5	6	0.6	1
Oc1ccc2ccccc2c1N=Nc1ccccc1F	1	.	-4	-2	-1.0	19	33	4	0.6	-5

Ordered by value in Rtt109 Vps75 (ascending): some entries from above.
SMILES | Rtt109 Vps75
Cc1cc(C)c(S(=O)(=O)c2cccc(Br)c2C)c(Cl)n1 | -4
NC(=O)CN1C(=O)NC2(CCOc3ccccc32)C1=O (stereo not given) | 5
COc1ccc(Cn2nnnc2CN2CCc3ccccc32)cc1 | 23

Looked up above:
Cc1cc(C)c(S(=O)(=O)c2cccc(Br)c2C)c(Cl)n1 in CAL PDZ FP-2 → 0.7
Cc1cc(C)cc(NC(=O)N2CCC(NC(=O)c3ccco3)CC2)c1 in Cardiac RTF inh → -23
CC(=O)c1ccc(NC(=O)C(C)Oc2ccc(N(C)S(=O)(=O)c3ccc(C)cc3)cc2)cc1 (stereo not given) in Cardiac RTF inh → -7
CC(NC(=O)c1cc(Br)ccc1Cl)c1ccccc1 (stereo not given) in CAL PDZ FP-1 → -3
